Screening results (PubChem BioAssay)
Tau fluor counter: counter-screen for tau fibril formation inhibitors; tau K18 P301L (four-repeat tau fragment) Alexa594 fluorescence, heparin fibrillization; Potency, µM (top dose mostly 57.7 µM), without a hit: top-dose activity change, negative = decrease; actives 0.93% (n = 280,000); AID 1463; also: % is scaled to controls: 0 for no effect and ±100 for the full control effect; nearly all actives have a fitted effect of over 55% in size
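Human K18 P301L tau (15 uM unlabeled plus 0.24 uM Alexa 594-labeled, final) in 100 mM sodium acetate pH 7 was mixed with compound and 20 uM heparin and incubated 6 hr at 37 C.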
Epigenetic derep: derepresses silenced GFP reporter in murine cells | Potency, µM (series often up to 53.9 µM), for inactives: at the highest dose GFP activation, actives largely listed as activators | actives 0.2% (n = 280,000) | murine LDR cells, GFP reporter derepression, 30 h; also: % of control where 0% means no effect; nearly all actives have a fitted effect of over 60% in size
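GFP-positive cell count by laser-scanning cytometry (objects 20–120 um) after 30 h, 37 C compound exposure of murine LDR cells; reporter is CMV-GFP integrated at a silenced locus, inducible by HDAC or DNMT inhibitors.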
An asterisk follows results filed as active; u = inconclusive. Calls follow the shape of the dose curve; as a rule, active = well fitted curve in the direction sought with a large enough effect; inconclusive = small, poorly fitted or top-dose-only effect, or another doubt; inactive = no such curve, though single readings can be large; an effect the other way counts as inactive or inconclusive. Potency is read from the fitted curve at half-maximal effect. An excerpt (hit frequency here may not be typical).

Each structure is followed by: Tau fluor counter	Epigenetic derep
1) Cc1ccc(NC(=O)c2cc(C)nc3c2c(C)nn3-c2cccc(Cl)c2C)c(C)c1
  -4%	-1.3%
2) COC(=O)c1ccc(-n2c(/C=C/c3cc(OC)c(OC)c(OC)c3)nc3cc(Cl)ccc3c2=O)cc1
  4%	3.5%
3) COc1ccccc1C(=O)NCc1ccc2c(c1)CCN2C(=O)c1cccc(C)c1
  -8%	-1.3%
4) COC(=O)CNC(=O)Nc1cc(C(=O)NCc2ccc(C)cc2)ccc1N1CCCC1
  1%	-0.8%
5) COc1cc(NS(=O)(=O)c2cc(Br)cc3c2N(C(=O)C2CC2)CC3)cc(OC)c1
  -20%	1.1%
6) COCCCNc1ncnc2c1c(-c1ccccc1)cn2-c1ccc(C)c(Cl)c1
  2%	2.5%
7) COc1ccc(OC)c(CNC(=O)C2CCN(S(=O)(=O)N3CCCCC3)CC2)c1
  0%	4.7%
8) Cc1ccccc1NS(=O)(=O)c1ccc2[nH]cc(C(=O)N3CCCC3)c(=O)c2c1
  -3%	0.0%
9) CC(C)Oc1ccc(CNC(=O)c2sc3ncccc3c2-n2cccc2)cc1
  2%	0.0%
10) CCOC(=O)c1sc2ccccc2c1S(=O)(=O)NCc1ccc(F)cc1
  -29%	0.0%
11) Cc1ccc(NC(=O)CCNS(=O)(=O)c2ccc3c(c2)CCCC(=O)N3)cc1
  -6%	-0.4%
12) Cc1ccc(OCC(=O)Nc2ccccc2C(=O)OCc2cc(=O)n3nc(C4CC4)sc3n2)cc1
  11%	-0.1%
13) Cc1ccc(CCNS(=O)(=O)c2cc(-c3cc(C)no3)ccc2C)cc1
  -21%	-3.5%
14) CCC(C(=O)Nc1ccc(C(C)=O)cc1)n1cnc2nc3c(cc2c1=O)CCCC3 (centres undefined)
  -4%	0.0%
15) COc1ccc(-c2nc3sc(CCNC(=O)c4ccc(Br)o4)c(C)n3n2)cc1
  -19%	1.1%
16) Cc1ccccc1NC(=O)CSc1nc(-c2ccccc2)cn1-c1ccccc1F
  -24%	-1.3%
17) COc1cccc(CNC(=O)CSC2=Nc3ccccc3C3=NC(C(C)C)C(=O)N23)c1 (centres undefined)
  0%	-4.4%
18) Cc1cccc(C(=O)NC(=O)Nc2ccc(-c3cc(C(F)(F)F)nn3-c3ccccc3)cc2)c1
  5%	3.2%
19) COc1ccc(OC)c(NC(=O)c2c(N3CCCC3=O)c3cc(OC)ccc3n2C)c1
  -22%	1.3%
20) Cc1cccc(NC(=O)CSc2nc(=O)n(Cc3ccncc3)c3c2CCC3)c1C
  -1%	1.0%
21) CCC(=O)N1c2ccccc2CC1C(=O)NCCc1ccccc1OC (centres undefined)
  10%	-5.7%
22) COC(=O)c1cc(S(=O)(=O)NCC2CCN(Cc3ccc(F)cc3)CC2)cn1C
  -3%	13%
23) O=C(CSc1nnc2[nH]c(=O)cc(-c3ccccc3)n12)Nc1ccc(OC(F)(F)F)cc1
  -14%	0.7%
24) CCc1ccc(C2C(C(=O)Nc3ccccc3OC)=C(C)Nc3c(C(=O)Nc4ccc(C)cc4)cnn32)cc1 (centres undefined)
  -19%	-0.2%
25) CC1=C(C(=O)Nc2ccccc2Cl)C(c2cccs2)n2ncnc2N1 (centres undefined)
  4%	-1.7%
26) COc1ccccc1NC(=O)C1=C(C)Nc2c(C(=O)Nc3ccc(C)cc3)cnn2C1c1cccc(OC)c1OC (centres undefined)
  -25%	-1.3%
27) CCOc1ccc(N(C)C(=O)C2CCN(S(=O)(=O)c3ccc4c(c3)CCCN4C(C)=O)CC2)cc1
  -7%	0.0%
28) COc1cc(C(=O)Nc2cc(C)ccc2OCc2cc(=O)n3c(C)csc3n2)cc(OC)c1OC
  0%	-0.1%
29) Cc1cccc(-c2nc(SCCCOc3ccccc3Cl)n3[nH]c(=O)cc3n2)c1
  -13%	-3.1%
30) Cn1c(=O)c2c(SCC(=O)N3CCc4ccccc43)nc(-c3ccc(Cl)cc3)nc2n(C)c1=O
  0%	0.5%

Compounds shown so far containing fluorine:
Each structure is followed by: Tau fluor counter	Epigenetic derep
10) CCOC(=O)c1sc2ccccc2c1S(=O)(=O)NCc1ccc(F)cc1
  -29%	0.0%
16) Cc1ccccc1NC(=O)CSc1nc(-c2ccccc2)cn1-c1ccccc1F
  -24%	-1.3%
18) Cc1cccc(C(=O)NC(=O)Nc2ccc(-c3cc(C(F)(F)F)nn3-c3ccccc3)cc2)c1
  5%	3.2%
22) COC(=O)c1cc(S(=O)(=O)NCC2CCN(Cc3ccc(F)cc3)CC2)cn1C
  -3%	13%
23) O=C(CSc1nnc2[nH]c(=O)cc(-c3ccccc3)n12)Nc1ccc(OC(F)(F)F)cc1
  -14%	0.7%

Later entries.
Each structure is followed by: Tau fluor counter	Epigenetic derep
31) Cc1ccc(-n2nc(C)c3c(C)cc(=O)n(CC(=O)N4CCCc5ccccc54)c32)cc1
  -4%	1.5%
32) CC1CCCCN1C(=O)Cn1c(SCC(=O)N(C)c2ccccc2)nc2ccccc21 (centres undefined)
  0%	-6.6%
33) CC(=O)N1CCCc2cc(S(=O)(=O)N3CCCC(C(=O)Nc4cccc(Cl)c4C)C3)ccc21 (centres undefined)
  -16%	0.0%
34) COc1cc(NC(=O)C(Cc2ccccc2)NS(=O)(=O)c2cccs2)cc(OC)c1 (centres undefined)
  -28%	0.0%
35) CCc1ccc2nc(N(Cc3cccnc3)C(=O)c3cccs3)sc2c1
  -17%	0.0%
36) COc1cccc(NC(=O)CSC2=Nc3ccccc3C3=NC(CC(=O)NCc4cccs4)C(=O)N23)c1 (centres undefined)
  -14%	-1.3%
37) COc1ccc(-c2cc(C(F)(F)F)n3nc(C(=O)OC(C)C)cc3n2)cc1
  -5%	2.1%
38) O=C(CSc1n[nH]c(-c2ccccc2)n1)NCCc1ccccc1
  -8%	-0.5%
39) Cc1nn2c(C)c(C(=O)NCc3ccco3)cnc2c1-c1ccccc1
  -10%	0.0%
40) COC(=O)c1sccc1S(=O)(=O)N(CC(=O)NCc1ccc(C)cc1)c1ccc(C)c(C)c1
  4%	4.4%
41) O=C(Nc1cccc(C(F)(F)F)c1)c1cc2ccc3cccnc3c2[nH]1
  1%	-1.3%
42) Cc1ccc(NS(=O)(=O)c2cc(-c3cc(C)no3)ccc2C)c(Cl)c1
  u	-3.8%
43) CCc1ccc(-n2c(C)nc3cc(C(=O)NCCc4ccccc4)ccc32)cc1
  -9%	6.7%
44) Cc1cccc(-c2nc(C)c(CCNC(=O)C(=O)Nc3cccc(Cl)c3C)s2)c1
  -6%	2.8%
45) CCOc1ccc(CCNC(=O)C2CC(=O)N(CCc3ccc(OC)c(OC)c3)C2)cc1OCC (centres undefined)
  3%	0.0%
46) Fc1ccc(-c2noc3ncnc(Nc4ccc(F)cc4F)c23)cc1
  -24%	0.0%
47) CCc1ccc(NC(=O)c2ccc(Cn3nc(N4CCN(c5ccccc5)CC4)ccc3=O)o2)cc1
  -24%	-1.6%
48) CCCCOC(=O)c1ccc(Nc2ncnc3[nH]ncc23)cc1
  u	-1.9%
49) O=c1c(N2CCc3ccccc3C2)csc2ccc(Br)cc12
  -7%	-1.7%
50) Cc1ccc(N2C(=O)CS(=O)(=O)C23C(=O)N(Cc2ccccc2C)c2ccccc23)cc1Cl (centres undefined)
  -24%	-1.3%
51) CCc1ccc(CNC(=O)C2CCCN(S(=O)(=O)c3ccc4c(ccn4C)c3)C2)cc1 (centres undefined)
  -16%	15%
52) Cc1cccc(C(=O)NNc2ncnc3c2cnn3-c2ccc(C)c(Cl)c2)c1
  2%	3.6%
53) CCn1c(C)c(C)c2cc(C(=O)NCc3ccc(N(C)C)cc3)ccc21
  -30%	-1.6%
54) CCc1nc2ccc(C(=O)NCc3ccc(SC)cc3)cc2nc1CC
  -16%	0.0%
55) COc1ccc(C(=O)Nc2nnc(SCc3cc(=O)n4cccc(C)c4n3)s2)cc1
  -3%	3.1%
56) CCOCCc1nn2c(=O)cc(COC(=O)C(CC)c3ccccc3)nc2s1 (centres undefined)
  0%	0.0%
57) Cc1ccc(NS(=O)(=O)c2ccc3c(c2)C(C(C)C)C(=O)N3)cc1C (centres undefined)
  -22%	-1.1%
58) Cc1ccc2c(c1)c1c(c(=O)n(-c3ccccc3)c(=O)n1Cc1ccccc1C)n2C
  0%	u
59) O=C(CSc1nc2ccsc2c(=O)n1Cc1ccc(F)cc1)NCc1ccc(Cl)cc1
  -14%	17%
60) O=C(CCC(=O)N1Cc2ccccc2Oc2ncccc21)NCc1ccccc1Cl
  4%	1.3%

Reprinted at random: three records from the list.
Each structure is followed by: Tau fluor counter	Epigenetic derep
58) Cc1ccc2c(c1)c1c(c(=O)n(-c3ccccc3)c(=O)n1Cc1ccccc1C)n2C
  0%	u
54) CCc1nc2ccc(C(=O)NCc3ccc(SC)cc3)cc2nc1CC
  -16%	0.0%
41) O=C(Nc1cccc(C(F)(F)F)c1)c1cc2ccc3cccnc3c2[nH]1
  1%	-1.3%

Going on with the list:
Each structure is followed by: Tau fluor counter	Epigenetic derep
61) Cc1cc(Cl)ccc1NC(=O)CN1C(=O)COc2ccc(S(=O)(=O)Nc3ccccc3)cc21
  u	0.9%
62) COc1ccc(S(=O)(=O)NCc2ccc3c(c2)CCN3C(=O)c2ccccc2)cc1OC
  -4%	-0.9%
63) COc1ccccc1N1CCN(c2ncnc3c2cnn3C)CC1
  -6%	5.1%
64) O=S(=O)(c1ccc2nc(Nc3ccc(Br)cc3F)ccc2c1)N1CCCCC1
  u	1.0%
65) Cc1cc(C)c2sc(N3CCN(C(=O)c4ccc(N(C)C)cc4)CC3)nc2c1
  -15%	2.2%
66) Cc1cc2n(n1)CCC(=O)N2Cc1ccc(C(=O)Nc2ccc(F)cc2F)cc1
  -9%	0.0%
67) Cc1ccccc1NC(=O)C(=O)NCC(c1ccc2c(c1)OCO2)N1CCN(c2ccccc2)CC1 (centres undefined)
  -20%	0.0%
68) Cc1cc(C)cc(NC(=O)c2cc(S(=O)(=O)N3CCCCCC3)cn2C)c1
  -9%	2.8%
69) O=C(CSc1nc2ccccc2n1Cc1ccc(F)cc1)N1CCN(c2ccc(F)cc2)CC1
  -4%	-2.4%
70) COc1cccc(CNC(=O)C(=O)NCC(c2ccco2)S(=O)(=O)c2ccccc2)c1 (centres undefined)
  -15%	-0.6%
71) CCN(CC)c1nn2c(=O)c(C(=O)NCCc3ccc(C)cc3)cnc2s1
  2%	0.8%
72) CC1=C(c2ccc(C(C)C)cc2)S(=O)(=O)N=C1N1CCC(C(=O)NCc2ccc(C)o2)CC1
  3%	3.8%
73) Cc1cccn2c(=O)c(C(=O)NCCc3ccc(Cl)cc3)cnc12
  -1%	-2.9%
74) Cc1cccc(OC(C)C(=O)Nc2ncn[nH]2)c1 (centres undefined)
  5%	0.8%
75) CN1C(=O)Cc2cc(S(=O)(=O)CCC(=O)Nc3ccc(Cl)c(C(F)(F)F)c3)ccc21
  -20%	-4.1%
76) Cc1c(Cl)cccc1NC(=O)CSc1ncnc2c1sc1ccccc12
  3%	1.3%
77) CC(=O)Nc1ccc(S(=O)(=O)N2CCC(n3c(C)nc4cccnc43)CC2)cc1
  2%	4.9%
78) O=C(NCc1ccc(Cl)cc1)C1CCCN(C(=O)c2cnn(-c3ccc(F)cc3)c2-n2cccc2)C1 (centres undefined)
  -16%	0.7%
79) Cc1nn(C)c2c1c(C(F)(F)F)cc(=O)n2CC(=O)NCc1ccccc1Cl
  2%	0.0%
80) Cc1nnc(SCc2cc(=O)n3c(C)cccc3n2)s1
  -2%	-1.6%
81) O=C(NCCc1csc(-c2ccc(C(F)(F)F)cc2)n1)c1ccccc1Cl
  -12%	0.0%
82) COc1ccc(C(=O)NCC(c2ccco2)S(=O)(=O)c2ccccc2)cc1 (centres undefined)
  -5%	4.7%
83) Cc1ccc(-n2nc3c(N4CCC(C(=O)NCCc5ccccc5C)CC4)nnc(C)c3c2C)cc1
  -3%	9.8%
84) CCOc1ccc(C(=O)NC2CC(=O)N(c3ccc(C)cc3)C2)cc1OCC (centres undefined)
  8%	-0.4%
85) CCCCCNS(=O)(=O)c1ccc(N2CCCCS2(=O)=O)cc1
  -3%	-4.1%
86) Cc1ccc([N+](=O)[O-])cc1S(=O)(=O)N1CCn2cccc2C1c1ccccc1F (centres undefined)
  u	-0.1%
87) CCOCCCNC(=O)c1ccc(-c2nc(CS(=O)(=O)c3ccccc3)c(C)o2)cc1
  3%	1.5%
88) CCOC(=O)c1c(S(=O)(=O)NCC(=O)N2CCN(c3cccc(Cl)c3)CC2)c(C)n(C)c1C
  2%	-1.3%
89) COc1ccc(NC(=O)c2c(NCc3cccs3)sc3c2CCCC3)c(OC)c1
  u	4.1%
90) Cc1cc(-c2ccc(C)c(S(=O)(=O)NCc3ccc(Cl)cc3)c2)on1
  u	0.0%
91) CCOC(=O)C1CCN(C(=O)CSc2n[nH]c(-c3ccccc3Cl)n2)CC1
  -7%	-4.1%
92) CC1CCN(S(=O)(=O)c2ccc3c(ccn3CC(=O)NCc3ccccc3F)c2)CC1
  -21%	-3.0%
93) CCCNC(=O)c1ccc(Cn2c(SCC(=O)NC(C)C)nc3ccccc3c2=O)cc1
  -2%	9.5%
94) CC(=O)c1c(C)oc2c(Br)cc(NS(=O)(=O)c3ccc(Br)cc3)cc12
  -29%	1.1%
95) CCc1cccc(NS(=O)(=O)c2ccc3c(c2)N(CC(=O)OC)C(=O)CS3)c1
  -16%	-0.3%
96) Cc1cccc(CNC(=O)c2cc3cc(S(=O)(=O)N4CCCCC4)ccc3n2C)c1
  u	-2.4%
